# Cdc42 wt = changes GTP binding to wildtype human Cdc42. GST-Cdc42 beads, Bodipy-GTP binding, flow cytometry; actives lie on both sides. percent activity (GTP binding), % at 10 µM. 190,000 compounds, 0.2% hits. P60953;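 active = percent activity GTP binding at least 20 points away from the 100% baseline, either down as inhibitor or up as activator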;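 note: median bead fluorescence of bound Bodipy-FL-GTP at 100 nM; 0% = excess unlabeled GTP control and 100% = no compound control; below 100% means less GTP binding so inhibitor and above means activator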
# Target sequence (P60953 whole entry, looked up): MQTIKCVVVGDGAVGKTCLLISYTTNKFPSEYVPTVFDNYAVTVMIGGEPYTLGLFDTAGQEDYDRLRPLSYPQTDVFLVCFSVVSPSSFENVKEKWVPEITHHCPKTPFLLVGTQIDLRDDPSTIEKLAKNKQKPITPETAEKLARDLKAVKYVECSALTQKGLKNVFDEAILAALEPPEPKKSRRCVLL
# Mcl1-Noxa inh = disrupts binding of human Mcl-1 to Noxa peptide. Q07820. TR-FRET Mcl-1/Noxa peptide binding, 2 h. inhibition, % at 21.7 µM. 220,000 compounds, 1.5% hits. AID 1022;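 active = compounds that cut the protein-peptide binding signal by more than 50% relative to plate controls in a single-dose test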;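 note: His-tagged Mcl-1 with rhodamine Noxa BH3 peptide and terbium anti-His antibody; 0% = Mcl-1 plus Noxa peptide wells and 100% = peptide-only wells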
# Target sequence (Q07820 whole entry, looked up): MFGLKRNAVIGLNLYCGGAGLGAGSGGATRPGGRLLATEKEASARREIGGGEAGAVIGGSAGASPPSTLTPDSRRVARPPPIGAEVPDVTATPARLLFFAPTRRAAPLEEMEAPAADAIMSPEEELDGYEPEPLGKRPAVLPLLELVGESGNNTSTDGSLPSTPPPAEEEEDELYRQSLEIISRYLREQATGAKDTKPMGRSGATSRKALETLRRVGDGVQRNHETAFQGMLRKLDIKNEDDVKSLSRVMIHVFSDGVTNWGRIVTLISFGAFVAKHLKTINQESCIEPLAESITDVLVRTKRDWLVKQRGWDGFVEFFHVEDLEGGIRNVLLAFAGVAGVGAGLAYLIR
# Rac1 wt GTP bind = modulators of human Rac1 wildtype GTP binding | GTP binding activity (% of control), % at 10 µM | 190,000 compounds, 0.27% hits | GST-Rac1 beads, fluorescent GTP binding, flow cytometry; actives lie on both sides; 0 = cold GTP competed, 100 = untreated | P63000;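 active = GTP binding activity at least 20 points away from the 100% control level, either lower or higher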
# Rab2A wt mod = changes GTP binding to wildtype dog Rab2A, up or down; 190,000 compounds, 0.19% hits; GTP binding activity, % at 10 µM; AID 760; GST-Rab2 wt beads, Bodipy-GTP binding, flow cytometry; P61105;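 active = GTP binding activity at least 20 points away from 100%, either lowered or raised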;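 note: 0% = beads with excess unlabeled GTP and 100% = no-compound control corrected for plate trend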
# Pf gamet viab = kills late stage P. falciparum gametocytes. 150,000 compounds, 0.065% hits. inhibition, % at 10.9 µM. P. falciparum stage V gametocytes, ATP luminescence, 24 h;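 active = inhibition above the mean plus 3 SD of compounds within the control limits, set per campaign, cut at about 38% in these data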;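 note: 0% = DMSO wells and 100% = medium only without gametocytes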
# ABCG2 inh = blocks JC-1 efflux by human ABCG2 transporter. Q9UNQ0. IgMXP3 cells, flow cytometry. inhibition, % at 6.6 µM. 190,000 compounds, 0.1% hits;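 active = inhibition above 80%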;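 note: 0% = DMSO and 100% = nicardipine control wells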
#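 Assay system – ABCG2 IgMXP3 and barcoded ABCB1 CCRF-Adr cell mix · Input – 3 million cells/mL in well · Reagent – JC-1 fluorescent substrate · Compound – single test compound dose, 6.6 µM final · Timing – 10 min exposure at 25 °C with rotation, no wash · Detection – flow cytometry of retained JC-1 fluorescence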
# ABCB1 inh = inhibitors of human ABCB1 transporter, ABCG2 counter-screen; inhibition, % at 6.6 µM; CCRF-Adr cells, JC-1 efflux, flow cytometry; 190,000 compounds, 0.067% hits; P08183; AID 1326; in the data active = inhibition above about 40%;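 note: 0% = vehicle and 100% = reference inhibitor; higher value means more JC-1 retained so stronger ABCB1 efflux block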
# Avidin bead fluor = compound fluoresces at 488/530 nm on avidin beads | compound fluorescence 488/530 nm, flow cytometry; active compounds read high | 220,000 compounds, 0.38% hits | AID 1775 | fluorescence (KMESF) at 10 µM; in the data active = fluorescence above about 47; note: inactives centre near 10
# Rab7 wt GTP bind = dog Rab7 wildtype GTP binding, inhibitors and activators. GST-Rab7 beads, fluorescent GTP binding, flow cytometry; actives lie on both sides; untreated = 100%, excess cold GTP = 0%. GTP binding activity (percent of control), % at 10 µM. 190,000 compounds, 0.055% hits. AID 758;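 active = fluorescent GTP binding to Rab7 beads changed by at least 20 points from the 100% baseline, either direction, mostly lower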;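 note: median green fluorescence of bound Bodipy-FL-GTP per Rab7 bead population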
# HRas wt GTP bind = human HRas wildtype GTP binding, change in either direction. GTP binding activity, % at 10 µM. P01112. GST-Ras wt beads, Bodipy-FL-GTP binding, flow cytometry; actives lie on both sides. 190,000 compounds, 0.14% hits;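 active = GTP binding activity at least 20% away from the 100% baseline, either lowered as inhibitor or raised as activator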;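 note: 0% = unlabeled GTP competition control and 100% = no-compound control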
# Target sequence (P01112 whole entry, looked up): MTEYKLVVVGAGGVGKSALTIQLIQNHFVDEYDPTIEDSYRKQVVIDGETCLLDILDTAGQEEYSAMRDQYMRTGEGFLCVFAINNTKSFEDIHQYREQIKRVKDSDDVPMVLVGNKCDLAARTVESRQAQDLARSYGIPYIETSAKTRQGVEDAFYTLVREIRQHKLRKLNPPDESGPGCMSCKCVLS
# Rac1 mut GTP = human Rac1 activated mutant GTP binding change. GST-Rac1 activated beads, fluorescent GTP binding, flow cytometry; actives lie on both sides; 100% means binding = to untreated wells. P63000. 190,000 compounds, 0.11% hits. percent activity (GTP binding), % at 10 µM;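 active = GTP binding at least 20 percentage points away from the 100% baseline, in either direction, so actives lie on both sides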
# Numbers without * were called inactive; · = no result given.
SMILES,Cdc42 wt,Mcl1-Noxa inh,Rac1 wt GTP bind,Rab2A wt mod,Pf gamet viab,ABCG2 inh,ABCB1 inh,Avidin bead fluor,Rab7 wt GTP bind,HRas wt GTP bind,Rac1 mut GTP
CCc1c(C)nc(N2CCOCC2)[nH]c1=O,96,9,95,94,9,0,0.0,13,93,96,93
CC(C)(C)NC(=O)CSc1nnc(C2CC2)n1-c1ccccc1,102,10,95,98,5,3,0.4,9,92,96,94
O=C(O)C1CCCCC1C(=O)NCCCCc1ccccc1 (stereo unspecified),106,2,109,99,-8,-2,0.2,25,99,101,96
COc1ccccc1NC(=O)CCCn1c(=S)[nH]c2ccccc2c1=O,98,5,98,98,11,3,0.1,11,102,97,96
Cc1ccc2c(C(=O)CN3CCCC3)c(C)[nH]c2c1,106,5,108,102,-16,-2,-0.6,12,104,101,100
CCCCN(C(=O)CSc1cc(C)c2ccc(OC)cc2n1)c1c(N)n(Cc2ccccc2)c(=O)[nH]c1=O,96,29,100,98,11,-6,0.0,1,103,96,97
CCc1nnc(NC(=O)c2cc3ccccc3oc2=O)s1,104,18,104,105,16,0,-0.3,13,99,103,101
CN(C)N=Nc1ccc(S(N)(=O)=O)cc1,94,-6,97,93,-5,1,-0.2,14,98,94,95
CCNc1nc(Sc2ccc(C)cc2)cc(C(F)(F)F)n1,98,-5,101,101,·,2,0.8,24,104,99,98
Cc1ccc(CNc2nc3ccc(C)cc3n3cnnc23)cc1,97,20,100,95,·,2,-0.1,3,93,95,96
O=C(NNC(=O)c1cccnc1)Nc1cccc2ccccc12,102,-6,107,100,·,1,0.3,12,99,101,98
O=C(Nc1ccccc1C(=O)N1CCOCC1)C1CC(=O)N(C2CCCC2)C1 (stereo unspecified),105,5,104,106,-12,4,1.2,7,101,105,102
CCC1CCCCN1C(=O)CSc1nc(N)cc(N)n1 (stereo unspecified),92,0,95,92,-2,1,0.3,11,101,95,92
Cc1nn(C)c(C(=O)NCc2ccc(Cl)cc2)c1Cl,99,-8,103,99,18,4,0.4,4,100,103,97
Cc1nn(C)cc1C(C(=O)NC1CCCCC1)N(Cc1ccccc1Cl)C(=O)c1cnccn1 (stereo unspecified),97,-3,99,101,2,1,0.5,11,101,99,98
COc1ccc(/C=C2/SC(=S)N(n3c(C)ccc3C)C2=O)cc1,101,19,102,102,9,2,0.4,7,102,101,99
CCOc1cc(NC(=S)NCC2CCCO2)c(OCC)cc1NC(=O)c1ccccc1C (stereo unspecified),102,-2,101,101,-34,4,1.1,36,101,101,102
CC(=O)OC1OCCOC1NC(=S)Nc1cccc(C(F)(F)F)c1 (stereo unspecified),100,9,99,98,2,3,0.3,9,97,99,95
CCCOc1ccc(C(=O)Nc2ccc(N(C)C)cc2)cc1,101,81*,100,97,·,2,0.0,3,99,99,97
COc1ccccc1Nc1nc2cc(C)ccc2cc1C#N,98,-17,97,96,-21,-1,-0.3,13,98,97,96
CCOC(=O)c1c(NC(=S)Nc2ccccc2)sc2c1CCN(CC)C2,110,31,108,107,·,-2,-0.6,14,103,105,101
N#Cc1ccsc1NC(=O)CSc1ncnc2ccccc12,94,68*,94,93,-8,4,1.2,6,100,95,95
Cc1nn(-c2ccccc2)c(Cl)c1/C=N/Nc1ccc(S(=O)(=O)Nc2ccccc2C(=O)O)cc1[N+](=O)[O-],93,105*,91,93,·,-2,-0.6,28,95,96,90
COC(=O)c1cn(CC(=O)N2CCCCC2C)c2ccccc12 (stereo unspecified),99,31,95,97,·,1,0.5,37,100,98,94
Cc1ccc(N(C)C(=O)N2CCN(S(=O)(=O)c3c(C)cc(C)cc3C)CC2)cc1,98,-7,100,103,-22,5,2.2,12,104,102,98
Clc1cccc(Cl)c1CO/N=C/c1c(-c2ccccc2)nc2n1CCS2,100,-5,97,99,-2,16,2.6,9,101,98,95
Cc1ccc(C(=O)Nc2nc(-c3ccc([N+](=O)[O-])cc3)cs2)o1,99,65*,109,95,·,2,0.8,10,99,99,100
O=C(Cn1c(CC(=O)N2CCCC2)nc2ccccc21)NCc1ccccc1,98,2,97,97,·,2,0.6,14,98,98,97
Brc1ccc(-c2nc(N/N=C/c3cccnc3)c3ccccc3n2)cc1,95,47,99,98,·,1,0.4,8,100,98,98
CCc1nnc(NC(=O)CSc2ncc(-c3ccccc3)n2C)s1,101,-1,101,99,·,11,-0.6,8,95,97,100
O=C(CSc1nnc(CNc2ccc(F)cc2)n1Cc1ccccc1)NCc1ccco1,103,4,103,102,·,2,0.7,10,103,102,101
CC(OC(=O)c1ccc([N+](=O)[O-])s1)C(=O)Nc1ncc(Cl)cc1Cl (stereo unspecified),99,6,102,96,-3,6,38,7,92,97,99
COc1ccc(N2CCN(C(C)C(=O)N3CC(C)OC(C)C3)CC2)cc1 (stereo unspecified),97,43,99,98,13,3,1.4,6,100,98,95
Cc1ccc(CS(=O)(=O)c2nc3c(c(N(C)C)n2)CCCC3)cc1,96,5,96,95,·,2,0.7,3,97,94,94
Cc1c(C(=O)N2CCN(c3ccccn3)CC2)sc2ncnc(N3CCOCC3)c12,99,-9,98,99,-26,5,0.7,8,100,99,99
CCOC(=O)c1ccc(NC(=S)Nc2ccccn2)cc1,103,13,110,103,·,19,-0.1,28,100,102,99
CN(C)C(/C=C/Nc1ccc(F)cc1F)=C(C#N)C#N,102,3,98,100,·,4,0.5,38,97,100,98
COCCOC(=O)C1=C(C)N=c2s/c(=C\c3cccs3)c(=O)n2C1c1cccs1 (stereo unspecified),93,20,93,93,·,2,1.4,4,97,97,92
CCOc1cccc(-c2nnc(SCC(=O)Nc3ccc(OC)c(OC)c3)n2N)c1,106,19,105,104,-9,2,0.5,10,105,103,100
Cc1cc(/N=C/N(C)C)on1,94,-17,93,94,4,0,-0.2,12,90,96,93

# 4 structures already listed, ordered by formula weight, low to high:
SMILES,Cdc42 wt,Mcl1-Noxa inh,Rac1 wt GTP bind,Rab2A wt mod,Pf gamet viab,ABCG2 inh,ABCB1 inh,Avidin bead fluor,Rab7 wt GTP bind,HRas wt GTP bind,Rac1 mut GTP
Cc1ccc(CS(=O)(=O)c2nc3c(c(N(C)C)n2)CCCC3)cc1,96,5,96,95,·,2,0.7,3,97,94,94
COc1ccc(N2CCN(C(C)C(=O)N3CC(C)OC(C)C3)CC2)cc1 (stereo unspecified),97,43,99,98,13,3,1.4,6,100,98,95
CC(OC(=O)c1ccc([N+](=O)[O-])s1)C(=O)Nc1ncc(Cl)cc1Cl (stereo unspecified),99,6,102,96,-3,6,38,7,92,97,99
COCCOC(=O)C1=C(C)N=c2s/c(=C\c3cccs3)c(=O)n2C1c1cccs1 (stereo unspecified),93,20,93,93,·,2,1.4,4,97,97,92

# Copied from the list:
# CC(OC(=O)c1ccc([N+](=O)[O-])s1)C(=O)Nc1ncc(Cl)cc1Cl (stereo unspecified) in Pf gamet viab: -3
# COc1ccc(N2CCN(C(C)C(=O)N3CC(C)OC(C)C3)CC2)cc1 (stereo unspecified) in Rac1 wt GTP bind: 99

# Returning to the listing, starting four compounds before the break.
SMILES,Cdc42 wt,Mcl1-Noxa inh,Rac1 wt GTP bind,Rab2A wt mod,Pf gamet viab,ABCG2 inh,ABCB1 inh,Avidin bead fluor,Rab7 wt GTP bind,HRas wt GTP bind,Rac1 mut GTP
CN(C)C(/C=C/Nc1ccc(F)cc1F)=C(C#N)C#N,102,3,98,100,·,4,0.5,38,97,100,98
COCCOC(=O)C1=C(C)N=c2s/c(=C\c3cccs3)c(=O)n2C1c1cccs1 (stereo unspecified),93,20,93,93,·,2,1.4,4,97,97,92
CCOc1cccc(-c2nnc(SCC(=O)Nc3ccc(OC)c(OC)c3)n2N)c1,106,19,105,104,-9,2,0.5,10,105,103,100
Cc1cc(/N=C/N(C)C)on1,94,-17,93,94,4,0,-0.2,12,90,96,93
CNC(=O)c1cc2cc(OC)ccc2n1CCN(Cc1ccccc1)Cc1ccccc1,94,·,92,93,-1,9,1.3,14,93,96,92
O=c1c(-c2ccc(O)cc2)coc2cc(OC3OC(CO)C(O)C(O)C3O)ccc12 (stereo unspecified),104,-7,102,100,·,-1,-0.3,11,99,102,100
Cc1cc(C)cc(NC(=O)CN2CCC(NC(=O)Cc3ccccc3)CC2)c1,100,14,103,99,10,12,0.8,9,98,98,98
O=C(Nc1ccccc1C(=O)NCc1cccnc1)c1ccc(Cl)cc1Cl,100,6,102,99,·,5,1.1,10,99,100,96
CC(=O)NCCn1ccc2ccccc21,97,6,94,94,10,3,0.1,9,95,97,96
COc1ccc(-c2nc(-c3ccccc3)c(-c3cc([N+](=O)[O-])ccc3C)[nH]2)cc1O,109,-10,109,107,·,0,-0.1,32,109,107,105
CCOc1ccc2nc(NC(=O)COC)sc2c1,99,14,98,98,-8,4,-0.5,29,95,97,95
Cc1ccc(S(=O)(=O)n2c([N+](=O)[O-])cnc2C)cc1C,98,35,105,97,·,1,0.4,11,101,98,97
CC1=C(C(=O)N2CCCCC2)C2(CCC(C)CC2)OC1=O (stereo unspecified),102,17,104,98,·,0,0.1,8,99,99,99
C=CCNC(=S)Nc1ccc(C)c(S(=O)(=O)N2CCCCC2)c1,101,2,100,97,15,0,0.2,23,86,95,98
CN(C)CCCNC(=O)CCc1ncc(C(F)(F)F)cc1Cl,97,-10,97,99,8,1,0.1,23,103,98,95
COCC(C)NC(=O)Cc1ccc(F)cc1 (stereo unspecified),102,-12,102,98,5,2,0.2,5,96,99,103
CC(=O)c1ccc(NS(=O)(=O)c2ccc(N)cc2)cc1,94,20,96,96,-34,-1,-0.3,15,97,95,95
O=c1cc(CSc2ccc(Cl)cc2)nc(-c2ccccc2)[nH]1,95,-2,96,97,-7,2,0.2,24,102,97,94
CCn1c(SCc2nnc(-c3ccccc3)o2)nnc1-c1ccc(S(=O)(=O)N2CCCC2)cc1,100,-5,101,100,·,2,0.6,15,104,102,96
FC(F)(F)c1ccc(Oc2ccc(Cl)cc2Br)nc1,95,4,96,93,2,0,0.2,11,95,92,92
CC1CN(Cc2c(O)ccc3c(=O)c(-c4ccccc4)coc23)CC(C)O1 (stereo unspecified),99,7,100,99,4,5,0.9,26,100,98,93
COc1ccc(N2Cc3ccccc3C2=NC(=O)c2cccc([N+](=O)[O-])c2)cc1,99,3,101,98,-49,46,0.7,24,98,98,98
Cc1ccc(C2NC(c3ccc(C)cc3)C(C)C(=NO)C2C)cc1 (stereo unspecified),97,-7,98,95,·,0,0.2,37,99,98,94
C=CCNc1sc(C(=O)c2ccc(Br)s2)c(N)c1C#N,98,7,99,95,-8,-1,-0.4,14,95,97,96
